# Bioassay records deposited in PubChem by several laboratories.
# TNAP inh hi DEA – inhibitors of human TNAP at high phosphate acceptor concentration. AID 1135. inhibition, % at 20 µM. P05186. actives 0.03% (n = 200,000). purified TNAP, CDP-star luminescence, 1 M DEA;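 active = over 50% inhibition of tissue-nonspecific alkaline phosphatase at 20 µM in the single-dose screen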;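 also: plate controls were DMSO wells for no effect and EDTA-quenched wells as full inhibition for full effect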
# TNAP inh no acc – blocks human TNAP activity with no phosphate acceptor present; P05186; actives 0.26% (n = 200,000); inhibition, % at 20 µM; purified TNAP, CDP-star luminescence, 30 min; AID 1012;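 active = tissue-nonspecific alkaline phosphatase inhibition above about 50% at 20 µM in the single-dose screen, limit read from the data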;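 also: 0% = DMSO negative control and 100% = EDTA positive control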
# APP 5'UTR act – activates APP 5'UTR luciferase reporter; SH-SY5Y APP 5'UTR luciferase reporter, luminescence; zero percent = DMSO vehicle wells; activation, % at 2 µM; AID 1276; actives 1% (n = 190,000);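 active = activation above a set limit, based on mean plus 3 SD of controls, cut at about 140% in these data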; also: values of inactives mirror those of a sister screen read the other way
# FLuc stim CS – firefly luciferase counter-screen for stimulation assays; P08659; ATPlite luciferase biochemical, luminescence, 10 min; 0 = ATP-free wells, 1 = DMSO control; activation factor at 10 µM; 200,000 tested, under 10 active; AID 1027;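 active = luciferase activation factor, scaled between plate controls, of at least 2 with compound at 10 µM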
# Target sequence (P08659 whole entry, looked up): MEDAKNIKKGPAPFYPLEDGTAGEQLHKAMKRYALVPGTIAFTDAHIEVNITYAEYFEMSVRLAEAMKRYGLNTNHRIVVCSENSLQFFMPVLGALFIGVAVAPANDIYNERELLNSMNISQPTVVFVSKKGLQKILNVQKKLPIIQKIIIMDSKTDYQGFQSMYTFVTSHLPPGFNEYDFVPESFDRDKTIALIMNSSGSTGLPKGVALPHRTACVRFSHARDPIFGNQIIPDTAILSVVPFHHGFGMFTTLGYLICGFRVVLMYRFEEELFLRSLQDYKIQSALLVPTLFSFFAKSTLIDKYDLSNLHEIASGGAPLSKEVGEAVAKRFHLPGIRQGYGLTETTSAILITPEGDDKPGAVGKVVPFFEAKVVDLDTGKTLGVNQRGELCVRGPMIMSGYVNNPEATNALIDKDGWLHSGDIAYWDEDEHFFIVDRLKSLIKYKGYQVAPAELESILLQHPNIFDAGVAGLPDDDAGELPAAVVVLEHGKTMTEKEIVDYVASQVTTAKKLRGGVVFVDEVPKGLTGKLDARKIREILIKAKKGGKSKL
#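 Material: Luciferase/luciferin reagent mix | Doses: Test compounds dosed from 2 mM stocks in 100% DMSO | Timing: 10 min incubation after luciferase reagent addition, room temperature | Measured by: Luminescence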
# PMI activator – phosphomannose isomerase (human) activation | AID 1214 | activation factor at 20 µM | actives 0.005% (n = 190,000) | purified human PMI, coupled resazurin fluorescence, 20 min; hits give high values; 1 = vehicle control, 0 substrate-free wells | P34949;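 active = activation factor of 2 or more at 20 µM, relative to plate controls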
# Target sequence (P34949 whole entry, looked up): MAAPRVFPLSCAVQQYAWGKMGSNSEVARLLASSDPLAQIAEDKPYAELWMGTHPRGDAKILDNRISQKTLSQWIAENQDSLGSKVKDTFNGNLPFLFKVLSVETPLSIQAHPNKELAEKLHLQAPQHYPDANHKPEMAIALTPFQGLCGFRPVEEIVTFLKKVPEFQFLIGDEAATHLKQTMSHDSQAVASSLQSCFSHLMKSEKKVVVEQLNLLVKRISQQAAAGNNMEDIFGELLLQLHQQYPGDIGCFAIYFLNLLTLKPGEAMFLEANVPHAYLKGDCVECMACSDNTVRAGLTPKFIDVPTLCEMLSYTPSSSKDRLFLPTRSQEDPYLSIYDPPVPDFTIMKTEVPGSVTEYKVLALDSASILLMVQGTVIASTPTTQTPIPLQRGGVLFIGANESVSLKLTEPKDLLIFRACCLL
# PMI act satM6P – PMI (human) activation, high substrate. AID 1216. actives 0.34% (n = 190,000). coupled PMI enzyme assay, resazurin fluorescence, 20 min; hits give high values; 1 = untreated enzyme, 0 = substrate-free blank. activation factor at 20 µM;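 active = activation factor of 2 or more at 20 µM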
#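 Test system: human phosphomannose isomerase with PGI, G6PDH, diaphorase coupling enzymes / Doses: 20 µM compound, 1% DMSO / Times: enzyme reaction with compound 20 min at room temperature / Measured by: Diaphorase-driven resazurin-to-resorufin fluorescence, excitation 544, emission 590 nm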
# NF-kB expr up – NF-kB expression increase, human neuronal cells. AID 1239. NF-kB reporter expression; hits give high values. fold change at 12.5 µM. actives 1.6% (n = 190,000); in the data active = fold change above about 3.3
# FLuc inh counter – inhibits firefly luciferase, flagging false hits in luciferase inhibition screens. P08659. ATPLite firefly luciferase biochemical luminescence, 10 min. inhibition, % at 10 µM. actives 1.5% (n = 200,000);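 active = inhibition above about 50% when tested at 10 µM, limit read from the data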
# TNAP act hiacc – activators of human TNAP at high phosphate acceptor concentration | 200,000 tested, under 10 active | activation factor at 20 µM | purified TNAP, CDP-star luminescence, 1 M DEA, 30 min; hits give high values; 0 = EDTA background, 1 = DMSO-only activity;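 active = activation factor at least 2 at 20 µM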
#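 Measured by: Luminescent substrate turnover signal | Test system: Human TNAP | Input: TNAP 1/800 final | Dosing: 20 µM single point | Schedule: 30 min, room temperature | Controls: EDTA wells as negative control, DMSO wells as positive control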
# bIAP activator – intestinal alkaline phosphatase (bovine) activation. activation factor at 20 µM. actives 0.17% (n = 200,000). purified bovine IAP, CDP-star luminescence, 30 min; hits give high values; fold of DMSO-control signal, blank-subtracted. AID 1016;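 active = activation factor of 2 or more at 20 µM, a signal rise over negative controls twice the positive control's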
# The depositor's hits bear a star.
(1) Cc1ccc(S(=O)(=O)NCCc2nnc3ccc(SCC(=O)Nc4nc5ccccc5s4)nn23)cc1
(2) COc1ccc(NC(=O)CN2CCCC(C)C2)c([N+](=O)[O-])c1 (configuration not stated)
(3) CCc1nc2c(cnn2-c2ccc(F)cc2)c(=O)n1-c1ccc(N2CCC(C)CC2)cc1
(4) CCCCN=C1NN=C(c2ccc3c(c2)OCCO3)CS1
(5) O=C(CC1S/C(=N/N=C/c2cccnc2)NC1=O)Nc1ccccc1 (configuration not stated)
(6) CC1CCN(CCOCCOc2ccc(Cl)cc2Br)CC1
(7) COc1ccc(CC(=O)NNC(=S)Nc2ccc(Br)cc2)cc1
(8) Cc1ccc(CNCc2cccnc2)s1
screen / no.	1	2	3	4	5	6	7	8
TNAP inh hi DEA	1	0	-7	-1	-2	-1	-8	-5
TNAP inh no acc	-1	-4	-11	-7	-4	6	-10	-11
APP 5'UTR act	-1	5	-10	80	4	-10	1	-5
FLuc stim CS	1	1	1.1	0.2	1.1	1.1	1	1.1
PMI activator	1.1	1	1	0.9	1.1	1.1	0.9	1
PMI act satM6P	1.1	1	0.9	0.9	1.1	1.1	1	1
NF-kB expr up	1.1	1.7	0.96	2.9	0.91	1.2	0.86	0.97
FLuc inh counter	-2	0	-6	83*	-8	-9	-4	-5
TNAP act hiacc	1	1	1.1	1	1	1	1.1	1
bIAP activator	1	0.8	1	0.9	1	1	1.1	0.9

(9) Cc1ccccc1NC(=O)C1c2cccc[n+]2CC(=O)N1Cc1ccc2c(c1)OCO2 (configuration not stated)
(10) CCCn1c(=O)c2ccccc2n2c(SCC(=O)c3ccccc3)nnc12
(11) O=C1NC(=Nc2ccc(Cl)cc2)SC1Cc1cc(Cl)ccc1Cl (configuration not stated)
(12) Cc1ccnc(SCc2cc(=O)c(OC(=O)c3ccc(S(=O)(=O)N(C)C)cc3)co2)n1
(13) COC(=O)CN1C(=S)N(c2ccc(Cl)cc2)C(=O)C1CC(=O)Nc1ccc(Cl)cc1 (configuration not stated)
(14) Cc1ccc(NC(=O)N2CCC(C(N)=O)CC2)cc1
(15) CC1(C)CC(C(=O)Nc2nccs2)CCO1 (configuration not stated)
(16) O=C1c2ccccc2CC1(Cc1ccccc1)Cc1ccccc1
screen / no.	9	10	11	12	13	14	15	16
TNAP inh hi DEA	-3	2	4	2	0	1	-1	-2
TNAP inh no acc	-13	-4	-36	-13	-18	-10	2	-10
APP 5'UTR act	5	-8	16	-3	-5	-1	-8	-1
FLuc stim CS	1	1	1	1	1.1	1	1	1.1
PMI activator	1.2	0.9	0.8	0.8	1.1	1	1	0.9
PMI act satM6P	1.3	1.1	1	0.8	1.1	1	1	0.9
NF-kB expr up	0.84	1.3	1.1	1.2	0.93	1.1	1.2	1.1
FLuc inh counter	-3	-4	-2	-2	-9	-2	-3	-7
TNAP act hiacc	1	1	1	1	1	1	1	1
bIAP activator	0.9	0.9	0.9	0.9	0.9	1	0.9	1

(17) COCCOC(=O)/C(C#N)=C/c1cn(Cc2ccccc2)nc1-c1cccnc1
(18) CN1CCCN(c2ccc([N+](=O)[O-])cc2)CC1
(19) CC(=O)/C(C#N)=C1\NC(=O)C(Cc2ccccc2)S1 (configuration not stated)
(20) CCN(CC)C(=O)Cn1cc(S(=O)(=O)CC(=O)NCCc2ccc(OC)c(OC)c2)c2ccccc21
(21) Cc1ccc(NC(=O)CCn2cccc2)cc1
(22) CC(C)(C)c1ccc(C(=O)NCC(=O)OCC(=O)Nc2ccccc2[N+](=O)[O-])cc1
(23) CC(C)(C)c1ccc(-c2nc3n(c(=O)c2C#N)CCS3)cc1
(24) COc1ccc(CCNC(=O)C2CCN(Cc3nc(-c4cccc(Cl)c4)oc3C)CC2)cc1OC
screen / no.	17	18	19	20	21	22	23	24
TNAP inh hi DEA	-5	18	-5	-1	-1	3	0	-10
TNAP inh no acc	-8	13	-15	2	-5	3	-5	-28
APP 5'UTR act	14	12	-5	21	6	1	12	-16
FLuc stim CS	1	1	1.1	1.1	1	0.7	1	1.1
PMI activator	1.2	0.9	1.1	1	1	0.9	0.9	0.9
PMI act satM6P	1.2	0.9	1.1	0.8	1	0.8	0.8	1
NF-kB expr up	1.2	1.3	2.1	0.9	1.3	0.82	1.4	0.78
FLuc inh counter	-5	-2	-6	-7	-1	33	-4	-8
TNAP act hiacc	1.1	0.8	1	1	1	1	1	1.1
bIAP activator	1	0.8	0.7	1.1	0.9	0.9	1	1.4

# A draw from above in order of formula weight, low to high.
(21) Cc1ccc(NC(=O)CCn2cccc2)cc1
(18) CN1CCCN(c2ccc([N+](=O)[O-])cc2)CC1
(15) CC1(C)CC(C(=O)Nc2nccs2)CCO1 (configuration not stated)
(19) CC(=O)/C(C#N)=C1\NC(=O)C(Cc2ccccc2)S1 (configuration not stated)
(16) O=C1c2ccccc2CC1(Cc1ccccc1)Cc1ccccc1
(11) O=C1NC(=Nc2ccc(Cl)cc2)SC1Cc1cc(Cl)ccc1Cl (configuration not stated)
(17) COCCOC(=O)/C(C#N)=C/c1cn(Cc2ccccc2)nc1-c1cccnc1
(12) Cc1ccnc(SCc2cc(=O)c(OC(=O)c3ccc(S(=O)(=O)N(C)C)cc3)co2)n1
(13) COC(=O)CN1C(=S)N(c2ccc(Cl)cc2)C(=O)C1CC(=O)Nc1ccc(Cl)cc1 (configuration not stated)
(24) COc1ccc(CCNC(=O)C2CCN(Cc3nc(-c4cccc(Cl)c4)oc3C)CC2)cc1OC
screen / no.	21	18	15	19	16	11	17	12	13	24
TNAP inh hi DEA	-1	18	-1	-5	-2	4	-5	2	0	-10
TNAP inh no acc	-5	13	2	-15	-10	-36	-8	-13	-18	-28
APP 5'UTR act	6	12	-8	-5	-1	16	14	-3	-5	-16
FLuc stim CS	1	1	1	1.1	1.1	1	1	1	1.1	1.1
PMI activator	1	0.9	1	1.1	0.9	0.8	1.2	0.8	1.1	0.9
PMI act satM6P	1	0.9	1	1.1	0.9	1	1.2	0.8	1.1	1
NF-kB expr up	1.3	1.3	1.2	2.1	1.1	1.1	1.2	1.2	0.93	0.78
FLuc inh counter	-1	-2	-3	-6	-7	-2	-5	-2	-9	-8
TNAP act hiacc	1	0.8	1	1	1	1	1.1	1	1	1.1
bIAP activator	0.9	0.8	0.9	0.7	1	0.9	1	0.9	0.9	1.4

(20) CCN(CC)C(=O)Cn1cc(S(=O)(=O)CC(=O)NCCc2ccc(OC)c(OC)c2)c2ccccc21
screen / no.	20
TNAP inh hi DEA	-1
TNAP inh no acc	2
APP 5'UTR act	21
FLuc stim CS	1.1
PMI activator	1
PMI act satM6P	0.8
NF-kB expr up	0.9
FLuc inh counter	-7
TNAP act hiacc	1
bIAP activator	1.1

# Later entries.
(25) CCN1CCN(CCCN(Cc2cccs2)C(=S)Nc2ccccc2C)CC1
(26) CCN(CC)C(=O)CSc1nc2ncc(Cl)cc2[nH]1
(27) COc1ccc(NC(=O)Nc2nc3c(s2)CCCC3)cc1
(28) Nc1nc(SCC(=O)Nc2cccnc2Cl)n[nH]1
(29) Cc1c(C)n(C)c2ccc(C(=O)Nc3cccc4ccccc34)cc12
(30) Cc1cc(C)n(CCC(=O)Nc2cccc(F)c2)n1
(31) O=C(O)c1cccc(S(=O)(=O)Nc2cccc(S(=O)(=O)N3CCCCCC3)c2)c1
(32) COCc1nc(-c2ccc(-c3ccccc3)nc2OC)no1
screen / no.	25	26	27	28	29	30	31	32
TNAP inh hi DEA	0	-2	-2	-5	-2	0	-4	-4
TNAP inh no acc	-12	17	-2	-10	-10	-4	-8	-3
APP 5'UTR act	-13	-7	150*	18	8	32	-2	67
FLuc stim CS	1.1	1	0.8	1.1	1	1	1.1	1
PMI activator	1.3	1.1	0.9	0.9	0.8	1	1.2	1
PMI act satM6P	1.2	1.1	0.9	0.8	0.7	0.9	1.1	1
NF-kB expr up	1	1	4.9*	0.93	1.1	1.3	0.85	2.4
FLuc inh counter	-9	-2	25	-5	0	-4	-7	2
TNAP act hiacc	1	1	1	1	1	1	1	1
bIAP activator	1.1	1.1	0.9	1	1	0.9	1	0.9

(33) Cn1c(=O)c2c(ncn2CC(=O)Nc2ccccc2N2CCOCC2)n(C)c1=O
(34) CCCCC/C(=N\NC(=O)Nc1ccccc1)c1ccccc1
(35) COc1cc(/C=N/NC(=O)c2cc(-c3cccn3C)n[nH]2)cc(OC)c1OC
(36) CC(=O)c1cc2c(cc1NC(=O)c1cc(C)nn1-c1ccccc1)OCO2
(37) Cc1oc(-c2ccccc2Cl)nc1CSCC(=O)O
(38) CC(=O)N1CCN(C2c3cccc4cccc(c34)C2NS(=O)(=O)c2ccccc2)CC1 (configuration not stated)
(39) O=C(/C=C/c1ccc(Br)cc1)c1ccc(NC(=O)c2ccco2)cc1
(40) CC(C)c1[nH]nc2c1C(c1cccc(OC(=O)N3CCOCC3)c1)C(C#N)=C(N)O2 (configuration not stated)
screen / no.	33	34	35	36	37	38	39	40
TNAP inh hi DEA	-8	-5	9	-1	-2	-4	0	1
TNAP inh no acc	-8	-11	91*	-6	11	-10	8	-6
APP 5'UTR act	-12	22	-11	-59	-21	10	11	1
FLuc stim CS	1.1	1	1	1	1	1	1	1
PMI activator	1	0.9	0.9	1	1	0.9	1	0.9
PMI act satM6P	1	0.9	0.9	1	1	0.9	1.1	0.8
NF-kB expr up	1.1	1.2	0.53	1	0.82	1	1.4	1
FLuc inh counter	-9	0	-1	-4	-1	-3	4	-4
TNAP act hiacc	1.1	1.1	0.9	1	1	1	1	1
bIAP activator	0.9	0.8	1.2	1	0.9	1.1	0.8	1

(41) COc1cc([N+](=O)[O-])ccc1NC(=O)CCCOc1ccccc1
(42) O=C(CSc1ncn[nH]1)Nc1ccnc2ccccc12
(43) C=CCn1c(SCC(=O)N2CCN(c3ccc(F)cc3)CC2)nnc1-c1ccco1
(44) CCN(CCCNC(=O)c1[nH]c(C)c(C(C)=O)c1C)c1ccccc1
(45) COc1ccc(C2(C(=O)Nc3cc(C)on3)CCOCC2)cc1
(46) CC(=O)c1coc2ccc(OCC(=O)O)cc12
(47) CCc1cccc(Nc2c3c(nc4ncnn24)CCC3)c1
(48) Cc1ccc(N2CCN(S(=O)(=O)c3ccc(F)cc3)CC2)c(C)c1
(49) CC1CN(CC(=O)Nc2cc(S(=O)(=O)N3CCCC3)ccc2Cl)CC(C)O1 (configuration not stated)
(50) CC(=O)c1ccc(NC(=O)CN2C(=O)COc3ccc(Cl)cc32)cc1
(51) COC(=O)COC(=O)c1ccc(Oc2nc(OC)nc(N(C)C)n2)cc1
screen / no.	41	42	43	44	45	46	47	48	49	50	51
TNAP inh hi DEA	0	-8	-5	-5	4	-2	0	1	-4	-9	-4
TNAP inh no acc	4	-7	-6	-2	-2	-6	-8	-7	-7	-16	-11
APP 5'UTR act	-16	-4	-5	0	7	-6	-24	-4	14	-8	9
FLuc stim CS	1.1	1	1.1	1.1	1	1	1	1	1.1	1.1	1
PMI activator	1	1	0.9	0.9	1.1	1	0.9	1	1	1	1
PMI act satM6P	0.9	1	0.9	1	1	1	1	1	1	1	0.9
NF-kB expr up	1.2	1	1.1	0.78	1.2	1.2	0.95	0.56	1.1	0.92	1.4
FLuc inh counter	-6	-3	-8	-11	-2	-1	-4	-4	-8	-7	-4
TNAP act hiacc	1	1.1	1.1	1	1	1	1	1	1	1.1	1
bIAP activator	0.9	1.3	0.9	1	1	1.2	1.1	0.9	1.1	0.9	1
